Screening results: PubChem BioAssay, several laboratories
EBV LMP1 NFkB – reduces LMP1-driven NF-kappaB luciferase signal | LMP1-induced NF-kappaB luciferase reporter cells, luminescence | inhibition, % at 12.5 µM | actives 0.69% (n = 350,000) | AID 504558; in the data active = inhibition above about 41%;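 note: 0% = neutral control wells and 100% = reference inhibitor control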
MC4R antag cAMP – antagonists of human melanocortin 4 receptor (MC4R) | inhibition, % at 6.5 µM | actives 0.48% (n = 360,000) | MC4R-expressing cells, MTII-stimulated cAMP, LANCE TR-FRET | P32245;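 active = inhibition above its plate's cutoff, the mean of tested wells on that plate plus 3 SD, cut at about 29% in these data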;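 note: 0% = Melanotan II alone and 100% = Melanotan II plus saturating MCL0020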
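material = U2OS cells stably expressing human melanocortin 4 receptor (MC4R) | also added = Melanotan II challenge | dosing = single nominal compound dose of 6.5 µM | detection = TR-FRET with Eu-cAMP and labeled anti-cAMP, 671 nm | replication = singlicate | timing = compound 30 min, challenge 1 h, detection 1 h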
SRC2 inh – inhibits human steroid receptor coactivator 2 | Q15596 | HEK293 GAL4-SRC2 luciferase reporter, luminescence | inhibition, % at 9 µM | actives 0.17% (n = 370,000) | AID 651957;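 active = inhibition above the mean inhibition of all tested compounds plus 3 SD, set per campaign, cut at about 52% in these data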;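 note: 0% = DMSO treated cells and 100% = cells given Gossypol at 36 µM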
LRH-1 inv ag – NR5A2 inverse agonism in reporter assay. O00482. HEK293T StAR-luciferase reporter, LRH-1 transfected, 24 h. inhibition, % at 3.6 µM. actives 0.13% (n = 360,000). AID 602396;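 active = inhibition above the mean inhibition of all tested compounds plus 3 SD, cut at about 73% in these data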;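 note: 0% = DMSO wells and 100% = reporter-only cells lacking LRH-1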
SRC3 inh – inhibitors of human steroid receptor coactivator 3 (SRC3) | Q9Y6Q9 | HEK293 GAL4-SRC3 luciferase reporter, luminescence | inhibition, % at 3.6 µM | actives 0.17% (n = 360,000) | AID 588352;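 active = inhibition above a per-campaign cutoff, the mean of all compounds plus 3 SD, cut at about 60% in these data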;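 note: 0% = DMSO-treated cells and 100% = gossypol-treated cells at 36 µM; higher means less SRC3-driven luciferase light from the GAL4 reporter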
NCOA1 inh – inhibits human SRC1 coactivator. HEK293 GAL4-SRC1 luciferase reporter, luminescence. inhibition, % at 3.6 µM. AID 588354. actives 0.12% (n = 360,000);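 active = inhibition above the campaign mean plus 3 SD, with each screening campaign given its own cutoff, cut at about 60% in these data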;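 note: 0% = DMSO treated cells and 100% = gossypol at 36 µM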
ABHD5-PLIN5 inh – ABHD5-PLIN5 protein interaction inhibition; Split G. princeps luciferase complementation, luminescence, 4 h; inhibition, % at 4 µM; actives 0.78% (n = 360,000); AID 602281;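 active = inhibition above the mean inhibition across every tested compound plus 3 SD, cut at about 22% in these data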;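 note: 0% = DMSO only wells and the 100% control is not disclosed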
MC4R ag barr – agonists of human melanocortin 4 receptor (MC4R) beta-arrestin; P32245; U2OS MC4R beta-arrestin complementation, luminescence; percent of melanotan II response, DMSO zero; activation, % at 8.9 µM; actives 0.98% (n = 360,000);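 active = activation above a per-plate cutoff, the mean activation of sample wells on that plate plus 3 SD, cut at about 8% in these data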
NOD2 RIPK2 PPI – NOD2-RIPK2 protein interaction inhibition; actives 0.38% (n = 360,000); CHO BLA complementation NOD2-RIPK2, CCF4 ratio; O43353; inhibition, % at 4.98 µM; in the data active = inhibition above about 21%;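 note: 0% = vehicle only and 100% = reference blocker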
NR2F2 inh – inhibitors of human COUP-TFII (NR2F2); P24468; HEK293T NGFI-A luciferase reporter, luminescence; inhibition, % at 8.6 µM; actives 0.7% (n = 370,000); AID 686940;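 active = inhibition above a per-plate cutoff, mean inhibition of test wells between control levels plus 3 SD, cut at about 38% in these data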;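 note: cells cotransfected with COUP-TFII expression vector driving the NGFI-A reporter; 0% = median of COUP-TF2 test wells and 100% = reporter-only cells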
TLR9-MyD88 inh – blocks human TLR9 binding to MyD88; Q9NR96+Q99836; CHO BLA complementation TLR9-MyD88, CCF4 FRET ratio; actives 0.21% (n = 340,000); AID 504734; inhibition, % at 4.98 µM;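 active = inhibition above the mean over all tested compounds plus 3 SD, cut at about 21% in these data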;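 note: 0% = DMSO only wells and 100% = clavulanate BLA inhibitor control wells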
Target sequence (Q99836 whole entry, looked up): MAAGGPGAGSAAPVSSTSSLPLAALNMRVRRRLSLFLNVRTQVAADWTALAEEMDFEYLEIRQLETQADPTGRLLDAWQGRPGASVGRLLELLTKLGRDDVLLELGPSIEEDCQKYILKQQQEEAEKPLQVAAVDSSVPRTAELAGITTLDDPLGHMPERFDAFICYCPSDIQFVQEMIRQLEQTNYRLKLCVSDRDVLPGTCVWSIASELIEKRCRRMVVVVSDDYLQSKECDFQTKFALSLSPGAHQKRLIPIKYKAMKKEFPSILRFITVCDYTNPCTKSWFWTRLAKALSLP
Target sequence (Q9NR96 whole entry, looked up): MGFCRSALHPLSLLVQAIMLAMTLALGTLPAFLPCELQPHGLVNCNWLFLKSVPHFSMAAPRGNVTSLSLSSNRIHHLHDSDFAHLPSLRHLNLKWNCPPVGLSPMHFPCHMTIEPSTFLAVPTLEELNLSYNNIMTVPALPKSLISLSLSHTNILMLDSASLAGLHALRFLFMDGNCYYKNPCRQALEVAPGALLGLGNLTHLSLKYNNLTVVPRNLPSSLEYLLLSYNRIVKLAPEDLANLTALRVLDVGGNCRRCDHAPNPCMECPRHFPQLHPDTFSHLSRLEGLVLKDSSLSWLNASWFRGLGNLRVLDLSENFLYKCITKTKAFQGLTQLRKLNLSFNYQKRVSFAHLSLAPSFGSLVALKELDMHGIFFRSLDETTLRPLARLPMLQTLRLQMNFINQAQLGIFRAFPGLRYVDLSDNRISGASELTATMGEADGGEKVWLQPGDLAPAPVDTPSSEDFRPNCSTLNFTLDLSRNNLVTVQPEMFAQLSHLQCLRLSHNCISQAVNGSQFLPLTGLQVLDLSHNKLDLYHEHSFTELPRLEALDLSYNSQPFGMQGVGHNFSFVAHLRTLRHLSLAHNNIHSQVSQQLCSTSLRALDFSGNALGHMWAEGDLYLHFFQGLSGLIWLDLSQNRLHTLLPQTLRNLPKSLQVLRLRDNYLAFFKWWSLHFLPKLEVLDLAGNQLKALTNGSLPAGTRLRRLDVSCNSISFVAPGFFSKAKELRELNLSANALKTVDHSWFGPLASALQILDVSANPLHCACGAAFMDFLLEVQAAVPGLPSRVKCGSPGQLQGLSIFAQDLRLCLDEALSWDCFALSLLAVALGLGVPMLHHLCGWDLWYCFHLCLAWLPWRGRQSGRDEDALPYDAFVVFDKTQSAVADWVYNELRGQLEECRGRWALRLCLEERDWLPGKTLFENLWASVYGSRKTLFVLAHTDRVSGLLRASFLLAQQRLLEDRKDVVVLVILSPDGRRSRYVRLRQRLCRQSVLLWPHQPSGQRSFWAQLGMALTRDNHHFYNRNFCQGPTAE
The depositor's hits bear a star; nt = no result given. These rows are one share of the data (hit frequency here may not be typical).

SMILES | EBV LMP1 NFkB | MC4R antag cAMP | SRC2 inh | LRH-1 inv ag | SRC3 inh | NCOA1 inh | ABHD5-PLIN5 inh | MC4R ag barr | NOD2 RIPK2 PPI | NR2F2 inh | TLR9-MyD88 inh
COc1cccc(NC(=O)CN(C)C(=O)C(C)Sc2ccccc2)c1 (stereo not given) | -3 | 7 | -3 | -5 | -3 | -14 | -1 | -2.6 | 8 | -1 | -5
Cc1nc(NCCCn2ccnc2)c2oc3ccccc3c2n1 | 0 | 10 | 6 | -9 | 3 | 6 | 4 | -1.1 | -5 | 8 | -5
O=C(CSc1cccc2cccc(Cl)c12)NC1=NCCS1 | 2 | 12 | -2 | -4 | -1 | -1 | -8 | -1.9 | 1 | 12 | -1
CCc1nnc(NC(=O)CN2CCC(O)(c3ccccc3OC)CC2)s1 | -17 | 11 | 1 | 7 | 18 | -8 | -1 | 1.1 | -2 | -11 | 11
Cc1ccsc1/C=N/NC(=O)c1nnn(-c2nonc2N)c1C | -5 | 7 | -28 | -19 | -21 | -12 | 5 | -1.1 | -3 | -1 | 1
Cc1ccc([C@@H]2[C@@H]3C(=O)N(C)C(=O)[C@@H]3[C@]3(Cc4ccccc4)C(=O)N(CCO)CC(=O)N23)o1 | 2 | 2 | -2 | -3 | -3 | -12 | 0 | -0.7 | 0 | -1 | 2
CCOC(=O)N1CCN(Cc2nc3cc(NC(C)=O)ccc3n2C)CC1 | -3 | 4 | 15 | 3 | -1 | -7 | 5 | 0.1 | -3 | 15 | -2
COCCCNCCOCCSc1ccc(Cl)cc1 | 0 | 0 | 32 | -11 | -8 | 4 | 3 | 1.4 | -3 | 16 | -8
O=c1nc2n(c3ccc([N+](=O)[O-])cc13)CCCCC2 | 5 | 10 | -14 | -14 | 17 | 2 | -7 | -1.4 | 4 | 7 | -10
CC1Cc2ccccc2N1C(=O)CSc1ccccc1 (stereo not given) | -29 | 6 | -25 | -10 | -19 | -4 | -3 | -3.5 | -11 | -26 | 10
CCOC(=O)N1CCN(C(=O)c2ccc3c(c2)ncn3C2CCCC2)CC1 | -7 | 3 | -7 | -19 | -10 | -2 | -4 | 0.0 | -4 | 5 | 2
COc1ccc(C(C)(NC(C)=O)c2nc(-c3cncnc3)cs2)cc1 (stereo not given) | nt | 11 | 2 | 18 | 10 | 7 | 5 | -0.8 | -5 | 1 | nt
O=C(O)c1ccc2c(c1)C(=O)N(c1ccc(/C=C/C(=O)c3ccccc3)cc1)C2=O | -10 | 16 | -4 | -89 | -25 | -30 | 50* | -3.5 | 24* | -29 | 13
CCOc1ccc(NC(=O)CCN2CCN(S(=O)(=O)c3ccc(Cl)cc3)CC2)cc1 | -4 | 3 | 4 | -9 | 6 | 4 | -3 | -0.1 | 5 | 1 | -8
O=C(CNc1ccc2ccccc2c1)N/N=C/c1cc2ccccc2nc1Cl | -3 | 3 | -47 | -19 | -16 | -24 | -2 | -0.8 | -4 | -9 | -2
Cn1cccc1C1C=C(c2ccc(C(C)(C)C)cc2)Nc2ncnn21 (stereo not given) | -8 | -5 | -29 | -11 | -25 | -41 | 2 | 0.7 | 3 | 1 | 1
COc1ccccc1-n1cc(C(=O)NCC(=O)N2CCN(c3ccccc3)CC2)c2ccccc2c1=O | -9 | 3 | -43 | -90 | -43 | -49 | 10 | -0.3 | 6 | -45 | 2
CCOC(=O)C1CCCN(C(=O)c2ccc(C)cc2O)C1 (stereo not given) | -1 | -3 | -4 | -2 | -4 | 0 | 2 | 0.5 | 10 | 3 | 2
CCN1CCN(CCCNC(=O)c2ccc(NC(=O)C3=CSCCO3)cc2)CC1 | -4 | 7 | -17 | -6 | -3 | -1 | 6 | -3.0 | -12 | -6 | 4
CCN(CC)S(=O)(=O)c1cc(NC(=O)COC(=O)c2sc3ccccc3c2Cl)ccc1C | 0 | 2 | 3 | 2 | 8 | 1 | -1 | -1.1 | -18 | 4 | 3
Cc1sc2c(=O)n3c(nc2c1C(=O)NC1CCCCC1)CCCCC3 | -5 | 2 | 20 | 4 | 2 | -7 | -3 | -0.2 | -13 | -3 | -8
c1nc2sc3c(c2c2nnnn12)CCCC3 | -3 | 0 | 12 | 13 | 35 | 30 | 0 | -1.3 | -1 | 5 | -3
NC(=O)N/N=C/c1cn(-c2ccccc2)nc1-c1cccs1 | -10 | 6 | -55 | -12 | -38 | -17 | 8 | -1.3 | -10 | -31 | -3
CCc1ccc(NC(=O)CCn2c(=O)c3cccn3c3ccccc32)cc1 | 8 | 0 | 3 | -30 | -19 | -3 | -16 | -2.5 | 2 | -10 | -7
COc1ccc(-c2nnc3ccc(SCC(=O)Nc4cc(C)on4)nn23)cc1OC | -10 | 15 | -22 | 4 | 10 | -7 | -3 | -1.6 | 5 | 1 | 0
O=C(/C=C/c1ccco1)NCC1COc2ccccc2O1 (stereo not given) | -14 | -8 | -5 | -15 | -1 | -15 | 18 | -0.4 | -1 | 17 | 0
COc1ccc(NC(=O)CC2SC(=O)NC2=O)cc1 (stereo not given) | 3 | 5 | 11 | 0 | 10 | -11 | -22 | 0.1 | 4 | -1 | -11
CSc1ccccc1NC(=O)CN(c1ccccc1Br)S(C)(=O)=O | 5 | -1 | -1 | -2 | -6 | 3 | -4 | -2.5 | 6 | 10 | -1
CCOC(=O)CN1C(=O)/C(=C/c2ccccc2Br)Oc2ccccc21 | -4 | -2 | -6 | 9 | 5 | 8 | 3 | 0.3 | -8 | 2 | 6
Cc1ccc(OCC(=O)N2CCN(c3nnc(-c4ccc(C)cc4)c4ccccc34)CC2)cc1 | 20 | 7 | 6 | 21 | 12 | 9 | -1 | 0.2 | -4 | 9 | 4
OCC1(CCc2ccccc2)CCCN(CCCC(F)(F)F)C1 (stereo not given) | -11 | -1 | 8 | -1 | 6 | -6 | 8 | 0.7 | -4 | -2 | 0
Cc1ccccc1NC(=O)c1cccc(N2C(=O)C3C4CC(C(Br)C4Br)C3C2=O)c1 (stereo not given) | -3 | 7 | -23 | -8 | 0 | 4 | 6 | -2.1 | 3 | 11 | -2
Cc1cc(OCc2cc(C(=O)N(C)CCc3cnn(C)c3)no2)cc(C)c1Cl | -48 | 1 | -56 | -110 | -110 | -82 | -5 | -1.8 | -22 | -36 | -3
O=C(c1cccc([N+](=O)[O-])c1)N1CCN(c2ccc(Cl)cc2)CC1 | -6 | 3 | -10 | 8 | 3 | -4 | 0 | -1.2 | 2 | -2 | -6
Cc1ccc(S(=O)(=O)N2CCN(C(=O)C3COc4ccccc4O3)CC2)cc1C (stereo not given) | 8 | 11 | -2 | 2 | 0 | -13 | 0 | 0.9 | -4 | 13 | -1
Cc1c(N=NC2=C(O)CC(C)(C)CC2=O)cc2c(c1[N+](=O)[O-])C(C)(C)CC2(C)C | -6 | 0 | -4 | 0 | 10 | -7 | 14 | 2.1 | -12 | 4 | 6
CC(=O)NC(Cc1c[nH]c2ccccc12)C(=O)NCc1ccco1 (stereo not given) | -2 | 1 | -19 | -15 | 2 | -21 | -3 | -0.9 | 0 | -4 | -5
O=c1c(Cc2ccc(F)cc2)c(O)ccn1Cc1ccc(Cl)cc1Cl | -5 | 5 | -11 | 2 | 7 | -4 | 2 | -0.5 | -4 | -18 | -4
Cc1ccc(/C=C2/SC(=S)N(C3CCCCC3)C2=O)o1 | -12 | -8 | 7 | 1 | 13 | -128 | 10 | -0.5 | -9 | 10 | 2
COc1cc(C(=O)Nc2ccccc2C2COC(=O)C2=N)cc(OC)c1OC (stereo not given) | 2 | -4 | -10 | 44 | 7 | 2 | -7 | -1.1 | -1 | -12 | 3
O=C(COc1ccc(Cl)cc1)NCc1nnc(SCC(=O)Nc2ccccc2F)o1 | -2 | 2 | -6 | -2 | 3 | -32 | -7 | 2.4 | -11 | 17 | -2
C=CCN(c1ccc(Br)cc1C(=O)OC)S(C)(=O)=O | -2 | 4 | 0 | -9 | -1 | -3 | 3 | -2.0 | -4 | 0 | -5
CCOc1ccc(CNC(=O)CCn2c(=O)oc3ccccc32)cc1 | 5 | 1 | -25 | 2 | 0 | 6 | -3 | 0.2 | -6 | 6 | 0
CN1CCN(C(=O)c2ccc3c(c2)NC(=O)C(C)(C)O3)CC1 | -2 | -1 | 5 | -7 | -8 | 13 | -4 | -2.5 | 2 | 2 | 3
CC(C)CNC(=O)COC(=O)c1ccccc1SCC(=O)NCC(C)C | -9 | -1 | 9 | -16 | 10 | -17 | -2 | -2.8 | -1 | 1 | -2
CCN=C1NN=C(c2cc(C)n(Cc3ccco3)c2C)CS1 | 70* | -5 | 71* | 30 | 62* | 51 | 6 | 1.4 | -11 | 73* | -3
COC(=O)c1ccc(COC(=O)CCS(=O)(=O)c2ccc(C)cc2)cc1 | -4 | 8 | -14 | 18 | -16 | -3 | -7 | -2.3 | 2 | 2 | 1
COC(=O)CCN(C1CCCCC1)S(=O)(=O)c1ccc(S(=O)(=O)NC2CCCCC2)cc1 | 7 | 18 | 4 | 3 | -4 | -12 | -3 | 0.6 | 9 | 14 | -4
Cc1cccc(Cn2cc(/C=C/[N+](=O)[O-])c3ccccc32)c1 | 2 | -8 | 3 | 8 | -14 | 4 | 25* | 0.7 | 10 | 14 | 5
COc1ccc(/C=C2\SC(=S)N(CCC(=O)Nc3cccc(O)c3)C2=O)cc1 | 6 | -3 | 0 | -12 | -19 | 12 | 7 | 21* | 1 | -31 | 3
(cont.)
SMILES | EBV LMP1 NFkB | MC4R antag cAMP | SRC2 inh | LRH-1 inv ag | SRC3 inh | NCOA1 inh | ABHD5-PLIN5 inh | MC4R ag barr | NOD2 RIPK2 PPI | NR2F2 inh | TLR9-MyD88 inh
Cc1ccc(C(=O)NCC(=O)NCC(=O)OCC(=O)c2ccc(F)cc2)cc1 | 11 | 3 | 1 | -5 | 0 | -11 | -4 | -1.2 | -7 | -4 | 4
O=C(CCCC(=O)c1ccccc1)NCCc1ccccc1F | -1 | 11 | -35 | 11 | 1 | -13 | 1 | -0.5 | -3 | -16 | 9
CCOC(=O)C1=C(CN2CCc3ccccc32)NC(=O)NC1c1cccc([N+](=O)[O-])c1 (stereo not given) | -4 | -1 | -7 | 11 | -20 | 10 | -5 | 0.8 | -3 | -9 | 2
CC1=Nn2c(nnc2-c2ccccc2Cl)SC1 | 3 | 18 | 7 | -7 | 5 | -5 | 3 | -0.6 | 6 | -8 | 4
